ARFGAP1 inh – rat ARFGAP1 inhibition; inhibition, % at 16.5 µM; AID 651572; actives 0.26% (n = 360,000); Q62848; Arfgap1-stimulated ARF1 GTP hydrolysis, GDP FP detection;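 active = inhibition above a per-plate limit, mean inhibition of low control wells plus 3 SD, cut at about 25% in these data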;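 also: 0% = DMSO wells with enzyme and 100% = wells lacking Arfgap1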
Target sequence (Q62848 1-136 limits assumed): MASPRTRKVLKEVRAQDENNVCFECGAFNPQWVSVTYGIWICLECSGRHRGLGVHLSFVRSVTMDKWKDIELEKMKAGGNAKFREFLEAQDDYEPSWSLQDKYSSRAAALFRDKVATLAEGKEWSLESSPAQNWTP
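Repeats: one replicate per compound; assay system: rat Arfgap1 catalytic domain, aa 1-136; times: enzyme reaction 120 min at 25 °C after 20 min preincubation; detection: FP of antibody-bound GDP Alexa 633 tracer, ex 620/em 688 nm; benchmarks: high control wells lacking Arfgap1, low control full reaction with DMSO; reagent: human ARF1(Δ1-17)-GTP substrate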
PLC-gamma1 inh – PLC-gamma1 (human) inhibition, primary screen. P19174. actives 0.84% (n = 370,000). inhibition, % at 12.2 µM. purified PLC-gamma1, fluorogenic substrate, fluorescence; in the data active = inhibition above about 9.5%
ADAM17 inh – ADAM17 inhibition, QFRET primary screen; P78536; recombinant ADAM17, EDANS/DABCYL FRET peptide cleavage; inhibition, % at 6.95 µM; actives 0.83% (n = 370,000); AID 720648;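 active = inhibition above the mean of compounds lying between control limits plus 3 SD, set per campaign, cut at about 8.5% in these data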;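 also: 0% = DMSO-only wells as the low control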
Target sequence (P78536 215-824 limits assumed): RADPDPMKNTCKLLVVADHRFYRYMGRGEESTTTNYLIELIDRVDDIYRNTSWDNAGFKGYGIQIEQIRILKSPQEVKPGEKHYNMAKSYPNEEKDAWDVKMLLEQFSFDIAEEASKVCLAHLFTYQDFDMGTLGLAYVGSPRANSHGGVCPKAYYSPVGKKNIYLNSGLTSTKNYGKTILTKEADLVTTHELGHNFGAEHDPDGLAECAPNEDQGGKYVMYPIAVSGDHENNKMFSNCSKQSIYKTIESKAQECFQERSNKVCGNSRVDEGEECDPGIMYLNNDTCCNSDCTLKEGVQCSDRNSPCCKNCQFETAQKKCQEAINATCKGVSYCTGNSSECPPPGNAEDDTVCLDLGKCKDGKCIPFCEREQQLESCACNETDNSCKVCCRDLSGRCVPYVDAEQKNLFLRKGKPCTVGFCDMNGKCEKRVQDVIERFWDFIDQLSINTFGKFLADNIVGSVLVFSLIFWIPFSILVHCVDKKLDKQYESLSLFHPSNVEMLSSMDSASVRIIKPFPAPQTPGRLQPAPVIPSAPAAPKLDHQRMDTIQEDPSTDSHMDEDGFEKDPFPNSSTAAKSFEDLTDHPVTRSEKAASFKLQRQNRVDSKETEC
DDE Tn7 FP inh – DD(E)-Tn7 binding inhibition, primary FP screen. inhibition, % at 8.3 µM. actives 0.13% (n = 370,000). FP displacement of FITC-Tn7 peptide from fibrin DD(E); 0% = median of compound wells per plate. AID 720508. P02675;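 active = inhibition above the mean of compounds falling within the control limits plus 3 SD of them, cut at about 14% in these data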;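 also: 0% = plate median of compound wells and 100% = 10 µM Aha-Tn7 peptide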
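Test system: human clot-derived fibrin DD(E) complex / Quantity: 2 µM final DD(E) protein / Incubation: 10 min plus 3 h, room temperature / Measured by: fluorescence polarization / Benchmarks: high control of 10 µM Aha-Tn7 peptide / Replicates: singlicate testing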
KLK7 zymogen act – proKLK7 (human) activation, primary screen. P49862. purified proKLK7, EDANS-DABCYL substrate fluorescence; 100% is mature enzyme control, 0% vehicle. activation, % at 7 µM. actives 0.9% (n = 370,000);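 active = activation above the mean of all tested compounds plus 3 SD, computed per campaign excluding outliers beyond control limits, cut at about 13% in these data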
TDP2 inh – blocks human TDP2 phosphodiesterase activity | O95551 | recombinant TDP2, T5PNP hydrolysis, p-nitrophenol absorbance 415 nm | inhibition, % at 12.8 µM | actives 0.34% (n = 370,000);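 active = inhibition above the mean of all tested compounds plus 3 SD, set per campaign, cut at about 25% in these data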;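 also: 0% = DMSO with enzyme and 100% = buffer with substrate but no TDP2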
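test system = human TDP2 enzyme | input = TDP2 enzyme at 120 nM final | medium = 50 mM Tris-HCl pH 7.5 with Mg2+, KCl, DTT, BSA | also added = T5PNP substrate, 5 mM | times = 2 h at 37 °C | technique = epi absorbance | benchmarks = high control without enzyme, low control DMSO plus TDP2 | replication = each compound tested once, singlicate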
ADAM10 inh – inhibits human ADAM10; recombinant ADAM10, EDANS/DABCYL FRET peptide cleavage, 3 h; inhibition, % at 7 µM; actives 0.62% (n = 370,000); AID 720582;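 active = inhibition above a per-campaign cutoff equal to the mean of compounds falling between control-based bounds plus 3 SD, cut at about 20% in these data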;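 also: 0% = DMSO wells while the 100% control is not disclosed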
DDE Tn6 FP inh – disrupts Tn6 cyclic peptide binding to fibrin D-Dimer-E complex; P02675; Fibrin DD(E) TRITC-Tn6 fluorescence polarization displacement; inhibition, % at 8.3 µM; actives 0.21% (n = 370,000); AID 720509;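 active = inhibition above a per-campaign cutoff: mean of compounds within control limits plus 3 SD, cut at about 15% in these data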;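 also: 0% = median of all compound wells on the plate and 100% = blocking peptide control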
LEDGF integ inh – blocks HIV-1 LEDGF/p75-dependent DNA integration | TR-FRET IN-LEDGF/p75 DNA integration, Eu/Cy5 | inhibition, % at 3.7 µM | actives 0.64% (n = 370,000);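 active = inhibition above the screen-wide mean plus 3 SD, cut at about 13% in these data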;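 also: signal is the Cy5 over europium emission ratio at 671 and 618 nm; 0% = plate median of compound wells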
ASAP1 GAP inh – blocks human ASAP1-stimulated Arf1 GTP hydrolysis; Q9ULH1; inhibition, % at 16.5 µM; actives 0.19% (n = 360,000); AID 624377; GDP FP detection; in the data active = inhibition above about 25%;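 also: 0% = vehicle with enzyme and substrate and 100% = no enzyme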
Active calls of the source: *; i = inactive; . = no result given. Outcome played no part in choosing rows (roughly 4.2% active in at least one column).

ARFGAP1 inh	PLC-gamma1 inh	ADAM17 inh	DDE Tn7 FP inh	KLK7 zymogen act	TDP2 inh	ADAM10 inh	DDE Tn6 FP inh	LEDGF integ inh	ASAP1 GAP inh	canonical_smiles
4	-1	5	-5	-0.2	-19	-3	0	0	19	COC(=O)[C@@H]1C[C@@]2(O)[C@H](O)[C@H](O)[C@H](O)C[C@H]2N1Cc1cc(OC)cc(OC)c1
8	-35	5	3	0.2	-7	13	0	-4	-4	O=C(c1ccccc1)c1ccc2cc(O)ccc2c1
-4	2	0	-5	-0.5	-2	0	-2	-1	-18	CCc1nnc(NC(=O)CSc2ncnc3c2oc2ccccc23)s1
9	5	4	-1	0.2	-4	19	-8	4	-4	Cc1cc(Cl)c(S(=O)(=O)Nc2ccc3c(c2)OCO3)cc1OCC(=O)NC1CCCCC1
-18	1	-7	-4	0.2	3	-5	0	0	-4	COc1ccc(NC(=O)CN(C)C2CCCCC2)cc1Cl
-1	-2	-3	4	0.2	6	-10	0	-3	-5	OCCC1CN(Cc2cccc3c2OCO3)CCN1C1CCCCC1 (configuration not stated)
1	-4	-6	-2	-1.1	6	-9	11	-1	3	O=C(Nc1ccc(F)c([N+](=O)[O-])c1)C(=O)c1c(O)[nH]c2ccccc12
3	2	0	10	0.5	8	-4	6	-1	14	CCOc1ccc(CNC(=O)C2Cc3cc(S(=O)(=O)N4CCCCC4)ccc3N2C(C)=O)cc1 (configuration not stated)
0	3	-1	8	0.6	7	-2	7	-1	1	O=C(CC(n1cncn1)C(Cl)(Cl)Cl)c1ccc([N+](=O)[O-])cc1 (configuration not stated)
0	-10	-3	4	0.5	4	-10	-1	0	2	COC(=O)c1ccsc1NC(=O)c1ccc(Cl)s1
.	3	3	-6	0.0	-2	0	-1	7	.	CC(=O)c1cc(-c2ccccc2)n(CC(=O)NCc2ccccc2)c1C
13	2	-1	0	0.4	2	1	13	0	3	CCN(CC(=O)NCCc1ccc(S(N)(=O)=O)cc1)Cc1nc2cc(OC)c(OC)cc2c(=O)[nH]1

9 structures out of the list, ordered by number of heavy atoms, highest first.
ARFGAP1 inh	PLC-gamma1 inh	ADAM17 inh	DDE Tn7 FP inh	KLK7 zymogen act	TDP2 inh	ADAM10 inh	DDE Tn6 FP inh	LEDGF integ inh	ASAP1 GAP inh	canonical_smiles
13	2	-1	0	0.4	2	1	13	0	3	CCN(CC(=O)NCCc1ccc(S(N)(=O)=O)cc1)Cc1nc2cc(OC)c(OC)cc2c(=O)[nH]1
3	2	0	10	0.5	8	-4	6	-1	14	CCOc1ccc(CNC(=O)C2Cc3cc(S(=O)(=O)N4CCCCC4)ccc3N2C(C)=O)cc1 (configuration not stated)
9	5	4	-1	0.2	-4	19	-8	4	-4	Cc1cc(Cl)c(S(=O)(=O)Nc2ccc3c(c2)OCO3)cc1OCC(=O)NC1CCCCC1
4	-1	5	-5	-0.2	-19	-3	0	0	19	COC(=O)[C@@H]1C[C@@]2(O)[C@H](O)[C@H](O)[C@H](O)C[C@H]2N1Cc1cc(OC)cc(OC)c1
.	3	3	-6	0.0	-2	0	-1	7	.	CC(=O)c1cc(-c2ccccc2)n(CC(=O)NCc2ccccc2)c1C
-1	-2	-3	4	0.2	6	-10	0	-3	-5	OCCC1CN(Cc2cccc3c2OCO3)CCN1C1CCCCC1 (configuration not stated)
-18	1	-7	-4	0.2	3	-5	0	0	-4	COc1ccc(NC(=O)CN(C)C2CCCCC2)cc1Cl
8	-35	5	3	0.2	-7	13	0	-4	-4	O=C(c1ccccc1)c1ccc2cc(O)ccc2c1
0	-10	-3	4	0.5	4	-10	-1	0	2	COC(=O)c1ccsc1NC(=O)c1ccc(Cl)s1

Next part:
ARFGAP1 inh	PLC-gamma1 inh	ADAM17 inh	DDE Tn7 FP inh	KLK7 zymogen act	TDP2 inh	ADAM10 inh	DDE Tn6 FP inh	LEDGF integ inh	ASAP1 GAP inh	canonical_smiles
-3	1	1	0	-0.1	8	-6	4	-2	-8	O=C(c1ccc(Cl)cc1Cl)N1CCc2ccccc21
-10	1	1	-3	-0.5	-6	-1	1	0	1	O=C(COC(=O)CCS(=O)(=O)c1ccc(F)cc1)NC1CCCCC1
0	-311	-386	-7	12	4	i	3	4	-10	COc1ccc(CCNC(=O)Nc2ccc3c(c2)c(=O)n(C)n3Cc2ccc(F)cc2)cc1OC
4	3	4	-7	0.2	-5	-2	1	-3	1	COc1cccc(NC(=O)N2CCN(S(C)(=O)=O)CC2)c1
-8	-5	-11	-1	-0.6	2	-39	3	5	-4	COc1ccc(C)cc1NC(=O)c1cc2c(CO)cnc(C)c2oc1=N
-8	2	-5	5	-0.4	-13	0	1	-1	2	c1ccc(-c2cc3ccccc3cn2)cc1
-4	-2	0	7	0.6	-2	11	2	-2	-3	CCCCCCCCN1[C@@H](CC(C)=O)c2cc(C(F)(F)F)ccc2S1(=O)=O
-14	-2	0	11	-0.3	-3	0	5	-2	-6	O=C1c2ccccc2C(=Nc2ccccc2)C1c1cccc(Br)c1 (configuration not stated)
-4	-9	-3	5	-0.3	8	2	2	-2	13	Cc1ccc(C(=O)C=CNNC(=O)c2ccccc2)cc1
-5	-1	-4	1	0.0	-5	-5	0	0	8	Cc1ccc(C(=O)NC(=S)Nc2nc(-c3cccc([N+](=O)[O-])c3)cs2)c(Cl)c1
0	-8	-4	4	0.2	14	-12	3	2	8	CC(=O)N(c1ccccc1)c1nnc(-c2cnc(C)cn2)s1
6	-2	0	9	0.2	11	10	-1	1	4	COC(=O)CSC(C(=O)Nc1ccc(C)c(C)c1)c1ccccc1 (configuration not stated)
12	-35	-2	-2	-0.8	2	-13	8	0	-1	NNc1nc2cc3c(cc2s1)OCCO3
6	1	4	1	0.3	-1	18	-7	-3	4	CC(C)(C)OC(=O)CNC(=O)c1nc[nH]c1C(=O)NCc1ccc(CNC(=O)OC(C)(C)C)cc1
12	0	-2	-2	-0.3	2	-2	-6	3	-3	Cc1ccc(COc2ccsc2C(=O)NNC(N)=S)cc1
8	4	0	4	0.2	-9	5	-3	0	8	CC(=O)Nc1cc(-c2nn3c(C)nnc3s2)ccc1C
-5	-1	-4	1	0.8	10	-2	-6	-2	-11	Cc1ccc(-n2ncc(C(=O)N3CCN(C(=O)c4ccco4)CC3)c2C2CCN(C(=O)OC(C)(C)C)CC2)cc1C
5	1	4	-2	-0.6	4	9	-6	1	0	Cc1cccc(NC(=O)C(Cc2ccccc2)n2cccc2)c1 (configuration not stated)
-2	-75	-56	2	0.0	9	-154	0	0	4	COc1ccc2oc(=O)cc(C)c2c1
20	2	0	8	-0.1	3	1	3	-2	5	CCCCCCCc1nc2c(=O)n(C)c3ccccc3c2o1
-15	0	1	-2	0.0	17	-1	2	4	8	Cc1ccc(S(=O)(=O)Nc2cc(C)on2)cc1
-4	2	-5	-6	13*	-6	5	6	4	4	CNC(=S)NNC(=O)c1cccs1
-1	1	-1	-1	-0.3	7	9	-6	0	13	O=C(c1ccc2c(c1)OCCO2)N(c1ccccn1)C1CCCCC1
-11	-4	-1	7	-0.1	-7	8	-5	3	3	Cc1nnc(N/N=C/c2c[nH]c3ccccc23)[nH]c1=O
1	0	-5	3	-0.2	1	-7	0	1	11	Cc1nc(NC(=O)C23CC4CC(CC(C4)C2)C3)sc1Cc1ccc2c(c1)OCO2
5	-5	-15	-7	-0.5	9	-41	1	-2	-3	Cn1c(N)c(C(=O)COC(=O)Cc2ccccc2F)c(=O)n(C)c1=O
5	-4	-3	-2	0.3	8	-5	-2	1	-11	CCc1nc2sc(C(=O)O)c(N)c2c2c1CCCC2
-12	5	1	5	-0.2	-4	10	5	8	-1	CCC(CC)C(=O)Nc1cc(C(=O)OC)cc(C(=O)OC)c1
-2	0	0	4	-0.5	-2	1	10	-1	2	O=C(NCc1ccco1)c1sc2cc(F)ccc2c1Cl
2	-15	-8	4	-0.7	4	-18	6	-2	5	Cc1[nH]n(-c2ccccc2)c(=O)c1/C=N/n1c(C)nc2ccccc2c1=O
3	-2	-1	0	-0.7	2	3	2	1	-14	Cc1nc2c(Cl)cccc2c2c1CC(CBr)O2 (configuration not stated)
-16	-2	-2	4	0.1	11	-8	2	-4	-10	COc1ccc(CNC(=O)c2c(-c3c(F)cccc3Cl)noc2C)cc1
-5	-13	-67	8	-1.1	12	-227	3	-3	-4	COCCCNC(=O)CSC1=Nc2ccccc2C2=NC(CC(=O)NCc3ccccc3)C(=O)N12 (configuration not stated)
-7	-3	-3	9	-0.8	8	-11	3	-3	0	O=C(NC1CCCCCC1)c1cc(=O)[nH]c2ccc(S(=O)(=O)N3CCOCC3)cc12

From PubChem
